Growth percent in the NCI-60 one-dose screen (48 h, 10 µM unless noted): 100 = growth as untreated, 0 = no growth, -100 = all killed.
CAKI-1: CAKI-1 renal cancer | hit rate 4.7% among 75,000 | AID 1794772
SN12C: SN12C renal cancer cells; hit rate 3.8% among 81,000
786-0: 786-0 renal cancer cells; AID 1794775; hit rate 5.1% among 81,000
UO-31: UO-31 renal cancer; hit rate 5.2% among 81,000; AID 1794768
ACHN: ACHN renal cancer; AID 1794771; hit rate 4.9% among 81,000
NCI/ADR-RES: NCI/ADR-RES ovarian cells; hit rate 4.4% among 81,000; AID 1794790
IGROV1: IGROV1 ovarian cancer; hit rate 4.7% among 79,000; AID 1794786
TK-10: TK-10 renal cancer cells. hit rate 3.9% among 81,000
Numbers without * were called inactive; · = not tested or not shown. How the source made its calls: active means growth percent below 10; inactive means the rest.

Field names – A = CAKI-1; B = SN12C; C = 786-0; D = UO-31; E = ACHN; F = NCI/ADR-RES; G = IGROV1; H = TK-10
> O=C(N/N=C\c1cc(=O)[nH]c(=O)[nH]1)c1ccncc1
  A: 98; B: 94; C: 107; D: 98; E: 107; F: 107; G: 135; H: 125
> O=C(O)c1cc(=O)c2c(OCC(O)COc3cccc4oc(C(=O)O)cc(=O)c34)cccc2o1
  A: 98; B: 94; C: 103; D: 79; E: 96; F: 114; G: 104; H: ·
> S=C1Nc2c(sc3ccc(Cl)cc23)C(c2cccc(Br)c2)N1 (configuration not stated)
  A: 81; B: 97; C: 100; D: 67; E: 95; F: 103; G: 77; H: 118
> C=C(C)C(=O)OCCC(C)OC (configuration not stated)
  A: 88; B: 102; C: 95; D: 95; E: 105; F: 108; G: 106; H: 92
> CCCC1OC(CCc2ccccc2)OCC1CC (configuration not stated)
  A: 103; B: 108; C: 97; D: 98; E: 112; F: 110; G: 132; H: 131
> Clc1cnc(OCCc2ccncc2)nc1-n1cnc2ccccc21
  A: 88; B: 89; C: 93; D: 72; E: 92; F: 91; G: 101; H: 91
> O=C1c2ccc(S(=O)(=O)O)cc2C(=O)c2cc(S(=O)(=O)O)ccc21
  A: ·; B: 109; C: 103; D: 81; E: 100; F: 103; G: 110; H: 116
> C=CCSc1nnc(-c2ccc3nc(-c4cc(OC)c(OC)c(OC)c4)[nH]c3c2)o1
  A: 115; B: 110; C: 118; D: 99; E: 104; F: 102; G: 124; H: 137
> COc1ccc(S(=O)(=O)NCCCNc2cc(-c3cn(-c4ccccc4)nc3-c3cccc(OC)c3)ccn2)cc1
  A: 49; B: 56; C: 40; D: 25; E: 46; F: 42; G: 51; H: 56
> COc1cc2c(c(OC)c1OC)C(=O)CC(c1cccc(NC(=O)c3ccccc3Br)c1)O2 (configuration not stated)
  A: 109; B: 92; C: 103; D: 77; E: 93; F: 91; G: 102; H: 97
> COC(=O)CCC(C)C1CCC2C3CCC4CC5CCC4C3(CO5)C(=O)C(Br)C12C (configuration not stated)
  A: 89; B: 93; C: 91; D: 97; E: 101; F: 105; G: 109; H: 100
> O=C1c2ccccc2-c2c1c1ncccc1c(=O)n2C[C@H](O)CO
  A: 98; B: 107; C: 91; D: 77; E: 100; F: 98; G: 100; H: 96
> CC(C)CCC[C@@H](C)[C@H]1CC[C@H]2[C@@H]3CC[C@]45O[C@H]4C(=O)CC[C@]5(C)[C@H]3CC[C@]12C
  A: 94; B: 96; C: 99; D: 84; E: 102; F: 98; G: 107; H: 83
> c1ccc([P+](c2ccccc2)(c2ccccc2)c2ccc3c4ccc([P+](c5ccccc5)(c5ccccc5)c5ccccc5)c5cccc(c6cccc2c63)c54)cc1
  A: 40; B: 10; C: 41; D: 39; E: 41; F: 72; G: 6.3*; H: 52
> CN1C(=O)C(=Cc2cn(CC(O)CN3CCOCC3)c3ccccc23)C(=O)N(C)C1=O (configuration not stated)
  A: 95; B: 103; C: ·; D: 101; E: 103; F: 112; G: 104; H: 96

A stretch taken from the entries so far:
Field names – A = CAKI-1; B = SN12C; C = 786-0; D = UO-31; E = ACHN; F = NCI/ADR-RES; G = IGROV1; H = TK-10
> O=C(N/N=C\c1cc(=O)[nH]c(=O)[nH]1)c1ccncc1
  A: 98; B: 94; C: 107; D: 98; E: 107; F: 107; G: 135; H: 125
> O=C(O)c1cc(=O)c2c(OCC(O)COc3cccc4oc(C(=O)O)cc(=O)c34)cccc2o1
  A: 98; B: 94; C: 103; D: 79; E: 96; F: 114; G: 104; H: ·
> S=C1Nc2c(sc3ccc(Cl)cc23)C(c2cccc(Br)c2)N1 (configuration not stated)
  A: 81; B: 97; C: 100; D: 67; E: 95; F: 103; G: 77; H: 118
> C=C(C)C(=O)OCCC(C)OC (configuration not stated)
  A: 88; B: 102; C: 95; D: 95; E: 105; F: 108; G: 106; H: 92
> CCCC1OC(CCc2ccccc2)OCC1CC (configuration not stated)
  A: 103; B: 108; C: 97; D: 98; E: 112; F: 110; G: 132; H: 131
> Clc1cnc(OCCc2ccncc2)nc1-n1cnc2ccccc21
  A: 88; B: 89; C: 93; D: 72; E: 92; F: 91; G: 101; H: 91
> O=C1c2ccc(S(=O)(=O)O)cc2C(=O)c2cc(S(=O)(=O)O)ccc21
  A: ·; B: 109; C: 103; D: 81; E: 100; F: 103; G: 110; H: 116
> C=CCSc1nnc(-c2ccc3nc(-c4cc(OC)c(OC)c(OC)c4)[nH]c3c2)o1
  A: 115; B: 110; C: 118; D: 99; E: 104; F: 102; G: 124; H: 137
> COc1ccc(S(=O)(=O)NCCCNc2cc(-c3cn(-c4ccccc4)nc3-c3cccc(OC)c3)ccn2)cc1
  A: 49; B: 56; C: 40; D: 25; E: 46; F: 42; G: 51; H: 56
> COc1cc2c(c(OC)c1OC)C(=O)CC(c1cccc(NC(=O)c3ccccc3Br)c1)O2 (configuration not stated)
  A: 109; B: 92; C: 103; D: 77; E: 93; F: 91; G: 102; H: 97
> COC(=O)CCC(C)C1CCC2C3CCC4CC5CCC4C3(CO5)C(=O)C(Br)C12C (configuration not stated)
  A: 89; B: 93; C: 91; D: 97; E: 101; F: 105; G: 109; H: 100
> O=C1c2ccccc2-c2c1c1ncccc1c(=O)n2C[C@H](O)CO
  A: 98; B: 107; C: 91; D: 77; E: 100; F: 98; G: 100; H: 96

(continued)
Order of values: CAKI-1 | SN12C | 786-0 | UO-31 | ACHN | NCI/ADR-RES | IGROV1 | TK-10
> CCSC(SCC)C(OC(=O)c1ccccc1)C(OC(=O)c1ccccc1)C(COC(c1ccccc1)(c1ccccc1)c1ccccc1)OC(=O)c1ccccc1 (configuration not stated)
  100 | 111 | 98 | 100 | 108 | 106 | 117 | ·
> Cc1ccc(NC(N)=S)cc1
  96 | 106 | 109 | 94 | 100 | 101 | 127 | 105
> Cc1ccc(C)c2c1CCC2C(C)C (configuration not stated)
  96 | 99 | 99 | 88 | 97 | 105 | 103 | 96
> CC(c1ccc2ccccc2c1)c1ccccc1C(=O)O (configuration not stated)
  94 | 105 | 126 | 82 | 104 | 103 | 116 | 111
> COc1ccc(-c2cc(-c3ccc(OC)cc3)cc(-c3ccc(OC)cc3)c2)cc1
  87 | 92 | 101 | 74 | 87 | 99 | 102 | 104
> O=[N+]([O-])c1ccc(NCC(Br)CBr)c([N+](=O)[O-])c1 (configuration not stated)
  77 | 102 | 99 | 79 | 92 | 97 | 93 | 81
> CCOC(=O)c1nn(C2CCCCO2)c2ccc(NC(=O)CSc3nc(C)cc(=O)[nH]3)cc12 (configuration not stated)
  86 | 97 | 99 | 79 | 97 | 105 | 95 | 109
> O=C(C(=O)N1CCOCC1)c1ccc(O[C@@H]2O[C@H](CO)[C@H](O)[C@H](O)[C@H]2O)cc1
  108 | 99 | 101 | 90 | 99 | 110 | 110 | 106
> COc1ccc2c(c1)CC(O)CC1C(=O)N(CCO)CC(=O)C21 (configuration not stated)
  95 | 99 | 97 | 89 | 103 | 102 | 101 | 93
> O=C(O)c1cn(C2CC2)c2cc(N3CCN(C(=O)CN4C(=O)S/C(=C/c5ccccc5)C4=O)CC3)c(F)cc2c1=O
  94 | 100 | 102 | 71 | 97 | 103 | 98 | 131
> CCCC(=O)NC(c1ccc(N(CC)CC)cc1)c1cc(C)c2cccnc2c1O (configuration not stated)
  19 | 27 | 0.1* | 3.4* | 11 | 6.3* | 14 | 32
> COc1c(C)cnc(CSc2nc(-c3ccc(C)cc3)cn2-c2ccc(Cl)cc2)c1C
  91 | 94 | 95 | 63 | 99 | 96 | 93 | 101
> CCOC(=O)CSCC(=O)OCC
  102 | 97 | 88 | 101 | 99 | 105 | 100 | 109
> COc1ccc(-c2nc(C#N)c(N3CCC(S(=O)(=O)N4CCCCC4)CC3)o2)cc1
  88 | 99 | 99 | 89 | 97 | 94 | 99 | 115
> COc1cc(C2CC(c3ccc(Cl)cc3)=Nc3c(N)nc(N)nc3N2)ccc1Oc1nc(Nc2ccc(F)cc2)nc(N(C)C)n1 (configuration not stated)
  35 | 56 | 38 | 35 | 62 | 41 | 34 | 72

(continued)
Order of values: CAKI-1 | SN12C | 786-0 | UO-31 | ACHN | NCI/ADR-RES | IGROV1 | TK-10
> Cc1cc(O)c(C(C)C)cc1N=C1C=CCc2ccccc21
  103 | · | 105 | 94 | 100 | 96 | 103 | 98
> CCCCCCN1C(=O)C2(NCc3c(nc4c(c(C)nn4-c4ccccc4)c3-c3ccc(Cl)cc3)N2)c2ccccc21 (configuration not stated)
  97 | 92 | 99 | 95 | 101 | 85 | 88 | 95
> CCC(=O)C(CC)c1ccccc1OC (configuration not stated)
  88 | 97 | 106 | 87 | 104 | 103 | 110 | 109
> Cc1ccc(C(C)(C)c2ccc(N)cc2)cc1
  94 | 107 | 93 | 82 | 106 | 110 | 90 | 92
> O=C(/C=C/c1ccc(Br)cc1)c1ccc(-n2cc(CN3CCN(c4cc5c(cc4F)c(=O)c(C(=O)O)cn5C4CC4)CC3)nn2)cc1
  64 | 45 | 77 | 66 | 94 | 102 | 74 | 91
> C=C1C(=O)O[C@H]2[C@H]1CC/C(COC(=O)NCCCCCCCCNC(=O)OC/C1=C/CC[C@@]3(C)O[C@H]3[C@H]3OC(=O)C(=C)[C@@H]3CC1)=C\CC[C@@]1(C)O[C@@H]21
  -90* | -69* | -90* | -92* | -93* | 44 | -74* | -98*
> COc1ccc2c(c1)c1cc3ccncc3nc1n2C
  · | 54 | 59 | 34 | 34 | 53 | 48 | 70
